Screens: PubChem, several laboratories
TROY signal inh: TROY signaling inhibition. inhibition, % at 10 µM. 360,000 tested, 0.98% active. Q293 LMP1-TROYcd NF-kB luciferase reporter, 4 h. AID 1347056;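 active = compounds whose plate-normalised and pattern-corrected inhibition of the luciferase reporter signal at the single screening dose is 50% or more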
SRC3 inh: inhibits human SRC3 coactivator; Q9Y6Q9; HEK293 GAL4-SRC3 luciferase reporter, luminescence; inhibition, % at 3.6 µM; 360,000 tested, 0.17% active;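 active = inhibition above a per-campaign cutoff, the mean of all compounds plus 3 SD, cut at about 60% in these data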;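 also: 0% = DMSO-treated cells and 100% = gossypol-treated cells at 36 µM; higher means less SRC3-driven luciferase light from the GAL4 reporter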
SRC2 inh: inhibits human steroid receptor coactivator 2; 370,000 tested, 0.17% active; AID 651957; HEK293 GAL4-SRC2 luciferase reporter, luminescence; inhibition, % at 9 µM;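 active = inhibition above the mean inhibition of all tested compounds plus 3 SD, set per campaign, cut at about 52% in these data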;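 also: 0% = DMSO treated cells and 100% = cells given Gossypol at 36 µM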
TLR9-MyD88 inh: blocks human TLR9 binding to MyD88. inhibition, % at 4.98 µM. 340,000 tested, 0.21% active. CHO BLA complementation TLR9-MyD88, CCF4 FRET ratio. Q9NR96+Q99836;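 active = inhibition above the mean over all tested compounds plus 3 SD, cut at about 21% in these data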;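 also: 0% = DMSO only wells and 100% = clavulanate BLA inhibitor control wells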
SRC1 inh: human NCOA1 inhibition | Q15788 | HEK293 GAL4-SRC1 luciferase reporter, luminescence | 360,000 tested, 0.12% active | inhibition, % at 3.6 µM;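 active = inhibition above the campaign mean plus 3 SD, with each screening campaign given its own cutoff, cut at about 60% in these data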;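 also: 0% = DMSO treated cells and 100% = gossypol at 36 µM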
NOD2-RIPK2 inh: blocks binding of human NOD2 to RIPK2; CHO BLA complementation NOD2-RIPK2, CCF4 ratio; inhibition, % at 4.98 µM; 360,000 tested, 0.38% active; AID 624267; in the data active = inhibition above about 21%;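 also: 0% = vehicle only and 100% = reference blocker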
Target sequence (O43353 whole entry, looked up): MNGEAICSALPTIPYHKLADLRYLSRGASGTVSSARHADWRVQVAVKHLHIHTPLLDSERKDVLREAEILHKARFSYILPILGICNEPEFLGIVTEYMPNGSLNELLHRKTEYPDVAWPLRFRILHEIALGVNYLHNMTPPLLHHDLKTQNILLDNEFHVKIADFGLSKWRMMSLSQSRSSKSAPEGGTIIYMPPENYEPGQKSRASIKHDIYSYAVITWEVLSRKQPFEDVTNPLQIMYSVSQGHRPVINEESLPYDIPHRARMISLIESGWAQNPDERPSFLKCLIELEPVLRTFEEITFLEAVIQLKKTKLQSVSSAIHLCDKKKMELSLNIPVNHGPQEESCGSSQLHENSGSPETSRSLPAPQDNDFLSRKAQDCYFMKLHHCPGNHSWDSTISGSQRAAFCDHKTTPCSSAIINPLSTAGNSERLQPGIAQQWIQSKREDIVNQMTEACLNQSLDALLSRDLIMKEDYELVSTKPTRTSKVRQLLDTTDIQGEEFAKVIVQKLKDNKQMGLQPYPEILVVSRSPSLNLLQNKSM
TWEAK Fn14 block: blocks TWEAK-Fn14 interaction in a reporter cell assay | TWEAK-stimulated Fn14 reporter cells, luciferase luminescence, 8 h | inhibition, % at 10 µM | 360,000 tested, 2% active | AID 1159606; in the data active = inhibition above about 50%
LRH-1 inv ag: NR5A2 inverse agonism in reporter assay | HEK293T StAR-luciferase reporter, LRH-1 transfected, 24 h | inhibition, % at 3.6 µM | 360,000 tested, 0.13% active | AID 602396;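 active = inhibition above the mean inhibition of all tested compounds plus 3 SD, cut at about 73% in these data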;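 also: 0% = DMSO wells and 100% = reporter-only cells lacking LRH-1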
COUP-TFII inh: blocks human COUP-TFII nuclear receptor; P24468; HEK293T NGFI-A luciferase reporter, luminescence; inhibition, % at 8.6 µM; 370,000 tested, 0.7% active; AID 686940;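 active = inhibition above a per-plate cutoff, mean inhibition of test wells between control levels plus 3 SD, cut at about 38% in these data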;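 also: cells cotransfected with COUP-TFII expression vector driving the NGFI-A reporter; 0% = median of COUP-TF2 test wells and 100% = reporter-only cells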
Target sequence (P24468 whole entry, looked up): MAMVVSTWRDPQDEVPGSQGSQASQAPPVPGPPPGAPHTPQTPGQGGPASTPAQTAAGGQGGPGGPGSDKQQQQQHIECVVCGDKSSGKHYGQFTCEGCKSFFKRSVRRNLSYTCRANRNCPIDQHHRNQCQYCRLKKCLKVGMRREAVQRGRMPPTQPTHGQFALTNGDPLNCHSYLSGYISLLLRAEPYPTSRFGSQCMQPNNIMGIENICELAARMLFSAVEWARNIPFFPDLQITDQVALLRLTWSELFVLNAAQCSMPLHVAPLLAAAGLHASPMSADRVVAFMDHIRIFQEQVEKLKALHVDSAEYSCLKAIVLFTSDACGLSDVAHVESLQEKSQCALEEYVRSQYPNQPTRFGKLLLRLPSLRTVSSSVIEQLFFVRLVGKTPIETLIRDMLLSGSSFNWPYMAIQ
ABHD5-PLIN5 inh: inhibitors of human ABHD5-perilipin-5 interaction; Split G. princeps luciferase complementation, luminescence, 4 h; AID 602281; 360,000 tested, 0.78% active; inhibition, % at 4 µM;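 active = inhibition above the mean inhibition across every tested compound plus 3 SD, cut at about 22% in these data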;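 also: 0% = DMSO only wells and the 100% control is not disclosed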
Exocytosis inh: lytic granule exocytosis inhibition. TALL-104 LAMP-1 surface exposure, flow cytometry; cells stimulated with thapsigargin and PMA. inhibition, % at 10 µM. 360,000 tested, 0.66% active;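 active = inhibition above about 55%, limit read from the data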
* hit, by the source's call; nt = no result given. Not all compounds are listed; the hit share may differ from the screen's.

SMILES | TROY signal inh | SRC3 inh | SRC2 inh | TLR9-MyD88 inh | SRC1 inh | NOD2-RIPK2 inh | TWEAK Fn14 block | LRH-1 inv ag | COUP-TFII inh | ABHD5-PLIN5 inh | Exocytosis inh
O=C(COc1ccccc1)NC1C(=O)N2C(C(=O)O)=C(Cl)CSC12 (stereo unspecified) | 2 | -22 | 19 | -2 | 12 | -9 | 9 | 10 | 26 | -6 | 2
O=C(O)c1cc(Br)ccc1NN=C1CCCCC1 | -21 | -58 | 8 | 6 | -30 | -3 | 0 | -4 | -15 | 5 | 7
NC1=NC(=O)/C(=C\c2cc([N+](=O)[O-])ccc2Cl)S1 | -23 | 14 | 20 | 10 | 11 | -7 | 1 | 31 | 2 | 25* | 1
Cc1nc(NC(C)C)c2oc3ccccc3c2n1 | 2 | 9 | 7 | -9 | -5 | 3 | 31 | -6 | 18 | 3 | -1
Cc1ccc(C(=O)OCc2nnc(-c3ccccc3)o2)o1 | -4 | 5 | -22 | -5 | -4 | -4 | 2 | 2 | 11 | 0 | 9
CC(=O)Nc1ccc(S(=O)(=O)N2CCN(C3CCCCCCC3)CC2)cc1 | 9 | 22 | -2 | 11 | -2 | -11 | 15 | 8 | -4 | 4 | -2
COc1ccc(OC)c(NC(=O)N2CCc3ccccc3C2)c1 | -9 | -14 | 2 | 16 | -22 | -14 | 3 | 11 | 8 | -7 | -2
COc1ccc(NS(=O)(=O)c2ccc(NC(=S)NC(=O)C(C)C)cc2)cc1 | 1 | 16 | -4 | -11 | 0 | -5 | 16 | -2 | 9 | -5 | 11
c1cc(-c2cc3cc4c(cc3cn2)OCO4)cs1 | -64 | -83 | -38 | 1 | -134 | -2 | -21 | -105 | -57 | -9 | 4
CC1CCCN(c2ccc(C(=O)Nc3cccnc3)cc2[N+](=O)[O-])C1 (stereo unspecified) | -46 | -7 | -46 | -12 | -55 | 4 | -28 | -31 | -38 | 1 | 7
Cc1noc(C)c1-c1nc(CS(=O)(=O)c2ccc(F)cc2)no1 | -6 | 20 | -10 | nt | 12 | -4 | 8 | -13 | -21 | -2 | 23
CCOc1ccc(NC(=O)c2ccc(NC(=O)Cc3n[nH]c(=O)c4ccccc34)cc2)cc1 | -8 | 6 | -1 | -1 | -6 | 6 | -37 | -15 | -20 | 1 | -3
CCC(C(=O)Nc1ccc(C)cc1)c1ccccc1 (stereo unspecified) | 9 | 9 | -7 | 6 | 0 | -8 | 19 | 16 | 2 | -5 | 9
O=C(NC1CC1)c1ccc2c3c(cccc13)CC2 | -1 | 22 | 1 | -4 | 9 | -13 | -1 | 13 | 13 | 4 | -2
COc1ccc(N2CCN(C(=O)c3ccc4c(c3)CCN4S(=O)(=O)c3ccccc3)CC2)cc1 | 9 | 12 | 0 | 3 | 0 | -2 | 5 | -15 | 6 | -7 | 0
O=C(NCc1ccccc1)c1cc2nc(C3CC3)cc(C(F)(F)F)n2n1 | -7 | -2 | -8 | -3 | -6 | -6 | -19 | 2 | -1 | 2 | -4
COc1ccc(C(=O)NCc2nnc(SCC(=O)Nc3ccccc3OC)n2C)cc1 | -2 | -18 | -8 | -5 | -18 | 2 | 2 | 15 | 0 | -4 | -1
COc1ccc([N+](=O)[O-])c(OC)c1C(=O)NC(=O)Nc1c(F)c(F)c(F)c(F)c1F | 12 | -3 | -7 | -11 | 9 | -9 | 1 | 6 | -4 | 6 | 25
CCOc1ccc(-c2nnn(CC(=O)NCc3ccc(OC)cc3)n2)cc1OCC | -3 | 2 | 10 | -3 | -2 | -5 | -8 | 11 | -10 | 4 | 2
O=C1c2ccccc2C(=O)N1Cc1cc(-c2ccc(Cl)cc2)no1 | -22 | 1 | 12 | -1 | -24 | 5 | -24 | -14 | -3 | 0 | -5
CC(C)OCCCn1c(=O)c2ccccc2n2c(CCC(=O)O)nnc12 | 0 | -3 | -22 | -8 | 10 | -2 | 13 | 5 | 10 | 3 | -5
CCOC(=O)c1cc(-c2ccc(F)cc2)n(CC(=O)NCc2cccnc2)c1C | 4 | 21 | 10 | 9 | 20 | 7 | 3 | 17 | -11 | 1 | 2
COc1ccc(-c2nn(C)c(=O)c3ccccc23)cc1NC(=O)Cn1nc(C)c2ccccc2c1=O | -17 | 19 | -7 | 6 | -5 | -15 | -17 | 1 | -5 | 9 | -3
O=C(Cn1c(C(F)(F)F)nc2ccccc21)c1ccc(F)cc1 | 16 | 16 | -15 | -9 | -13 | -6 | 9 | 11 | -9 | -3 | -4
CN1CCCC1CCNc1ccc2c(=O)c3ccccc3oc2c1 (stereo unspecified) | 14 | -87 | -58 | -11 | -80 | 3 | -19 | -85 | -34 | 9 | -4
SMILES | TROY signal inh | SRC3 inh | SRC2 inh | TLR9-MyD88 inh | SRC1 inh | NOD2-RIPK2 inh | TWEAK Fn14 block | LRH-1 inv ag | COUP-TFII inh | ABHD5-PLIN5 inh | Exocytosis inh
Oc1ccc(N2CCN(c3ncnc4sc(-c5ccccc5)cc34)CC2)cc1 | 32 | 15 | -12 | 4 | -16 | -6 | 50 | 3 | 5 | 7 | 1
O=C(c1ccoc1)N1CCN(c2cc(-c3ccccc3)nc3cc(-c4ccccc4)nn23)CC1 | -7 | -9 | 11 | 3 | 0 | -4 | 28 | 14 | 14 | 6 | 9
NC(=O)CC(NC(=O)c1ccccc1)c1ccc(N2CCC(N3CCCC3)CC2)c([N+](=O)[O-])c1 (stereo unspecified) | 2 | 8 | 9 | 1 | 3 | -4 | 8 | -4 | 20 | -2 | -4
O=C(NCCN1C(=O)S/C(=C\c2ccc(Cl)c(Cl)c2)C1=O)C1COc2ccccc2O1 (stereo unspecified) | 23 | 6 | -3 | 1 | -25 | -9 | 29 | -4 | 1 | 1 | 20
Cc1ccc(C(C)C)c(OCCn2ccnc2C)c1 | -20 | -19 | 10 | -6 | -4 | -4 | 17 | 5 | 10 | -4 | 8
COc1ccc(CCN2C(=O)NC(NC(C)=O)(C(F)(F)F)C2=O)cc1OC (stereo unspecified) | -12 | 12 | -1 | 3 | -2 | -8 | 7 | -5 | -3 | -1 | 0
Nn1c(Cc2ccccc2)nnc1Cc1ccccc1 | -12 | -17 | -38 | -4 | -17 | 4 | -9 | -58 | -15 | -2 | 8
O=C(c1ccc(Cl)cc1)N1CCN(c2cc(=O)[nH]nc2-c2ccccc2)CC1 | -37 | -1 | -18 | 2 | 1 | 7 | -10 | 6 | 12 | 8 | 2
COC(=O)C1CCN(C(=O)COC(=O)CSc2ccc(C(N)=O)cc2[N+](=O)[O-])CC1 | -17 | -22 | -9 | -1 | -24 | 6 | -10 | 12 | -2 | 4 | -4
Brc1ccc(-c2csc(N/N=C/c3ccc4c(c3)OCO4)n2)cc1 | -38 | -7 | 1 | -1 | -3 | -5 | -15 | 5 | 6 | -13 | -3
COc1ccc(-c2csc(N)n2)cc1 | -38 | -29 | -25 | 2 | -52 | -7 | -7 | -46 | -31 | 2 | -1
O=c1c2ccccc2oc2ccc(Oc3ccccc3)cc12 | -54 | -112 | -55 | -9 | -105 | 12 | 5 | -201 | -64 | -8 | -2
O=C(COc1ccc(F)cc1Br)Nc1ccccc1N1CCCC1 | -68 | -13 | -4 | -9 | -18 | -10 | -18 | -21 | 9 | 0 | 6
S=C1NC2=C(CCCC2=C2SCCS2)C(c2ccccc2)N1 (stereo unspecified) | -4 | 12 | 9 | -4 | -8 | 9 | -186 | 11 | 37* | -11 | -3
Cc1ccc(-n2ncc3c(Nc4cccc(C(=O)O)c4)ncnc32)cc1 | -62 | -76 | -42 | 4 | -79 | -4 | -29 | -207 | -18 | 7 | 1
COCCNC(=O)C(c1ccc(C)o1)N(Cc1ccc(OC)cc1)C(=O)Cn1nnc2ccccc21 (stereo unspecified) | -16 | 16 | -19 | -5 | 0 | -1 | -14 | -10 | -5 | -1 | -3
CCSc1nnc(NC(=O)CCc2ccc(OC)cc2)s1 | -18 | 9 | -11 | 4 | -11 | 9 | 23 | -7 | 3 | 3 | -6
Cc1ccc(OC(C)C(=O)N(C)c2ccccc2)c([N+](=O)[O-])n1 (stereo unspecified) | -1 | 4 | -16 | -11 | -15 | -3 | 4 | -8 | -4 | 7 | 2
Cc1nc(-c2ccc(F)cc2)c(CC(=O)N(C)CC(=O)Nc2c(C)cccc2C)s1 | -2 | 10 | -33 | -2 | -6 | 0 | 8 | 2 | -21 | 3 | 3
CN1CCN(C(=O)c2ccc(CSc3nc4ccncc4n3Cc3ccc(F)cc3)cc2)CC1 | 7 | 12 | -2 | -4 | 6 | 1 | 0 | 15 | 11 | 1 | -1
COc1ccc(/C=N/NC(=S)Nc2cccc(C(=O)O)c2)cc1OC | 19 | 6 | -7 | 4 | -8 | -15 | 76* | -42 | 1 | -11 | 1
CCC(C)N1CCN(S(=O)(=O)Cc2ccccc2)CC1 (stereo unspecified) | -15 | 8 | 0 | -7 | 8 | -4 | -9 | 0 | -3 | 2 | -13
Cc1ccc(C=Nc2ccccc2C(N)=O)o1 | -12 | 19 | -10 | -10 | -21 | -1 | -7 | 4 | 1 | 1 | 8
COC(=O)c1ccc2nc(-c3ccc(F)cc3)c(Cc3ccc(C)cc3)n2c1 | -41 | nt | -27 | nt | nt | 3 | 0 | -24 | -13 | 4 | 4
O=C(CN1C(=O)c2cccnc2Oc2ccc(Cl)cc21)NCCCc1ccccc1 | -3 | 18 | 8 | 3 | -2 | 9 | 28 | -13 | 22 | -1 | 3
Cc1ccc(S(=O)(=O)N/N=C/c2c(F)cccc2Cl)cc1 | -2 | -3 | 14 | 2 | 2 | 3 | -18 | 15 | -6 | -3 | -3
CCOC(=O)Cn1c(-c2cccnc2Cl)nc2cc(Cl)c(Cl)cc21 | 14 | -2 | -7 | -14 | 6 | -3 | 5 | -10 | 21 | -9 | 0
COC(=O)c1c(-c2c(Cl)cccc2Cl)noc1C(=O)NNC(=O)N(C)C | -8 | 20 | 9 | 0 | -26 | 3 | -12 | -13 | 1 | 0 | 13
Nc1cccc(-c2nnc3n2CCCCC3)c1 | 6 | 18 | 5 | 2 | -19 | -13 | 29 | -10 | 8 | 1 | 0
NC(=O)COc1ccc(/C=N\NC(=O)CC(=O)NCCc2ccccc2)cc1 | 6 | 15 | 8 | -7 | 11 | -4 | 14 | 27 | -4 | 0 | 1

A different layout for part of the listing above.
Below each compound: TROY signal inh | SRC3 inh | SRC2 inh | TLR9-MyD88 inh | SRC1 inh | NOD2-RIPK2 inh | TWEAK Fn14 block | LRH-1 inv ag | COUP-TFII inh | ABHD5-PLIN5 inh | Exocytosis inh
- CCOC(=O)c1cc(-c2ccc(F)cc2)n(CC(=O)NCc2cccnc2)c1C
→ 4 | 21 | 10 | 9 | 20 | 7 | 3 | 17 | -11 | 1 | 2
- COC(=O)c1ccc2nc(-c3ccc(F)cc3)c(Cc3ccc(C)cc3)n2c1
→ -41 | nt | -27 | nt | nt | 3 | 0 | -24 | -13 | 4 | 4
- COc1ccc(/C=N/NC(=S)Nc2cccc(C(=O)O)c2)cc1OC
→ 19 | 6 | -7 | 4 | -8 | -15 | 76* | -42 | 1 | -11 | 1
